From PubChem BioAssay
M1 ag parental – M1 agonist counterscreen hit in parental CHO-K1 cells. Fluo-8 calcium fluorescence; scaled to maximal ATP response, vehicle zero. activation, % at 3 µM. actives 0.48% (n = 360,000); in the data active = activation above about 15%;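 note: untransfected CHO-K1 host cells lacking M1 receptor as counterscreen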
M1 PAM – human CHRM1 positive allosteric modulation | CHO-K1 hM1, Fluo-8 calcium fluorescence, ACh EC20; 0% = ACh EC20, 100% = maximal ACh | actives 0.088% (n = 360,000) | activation, % at 3 µM | P11229; in the data active = activation above about 19%, passing the limit was not always enough
Target sequence (P11229 whole entry, looked up): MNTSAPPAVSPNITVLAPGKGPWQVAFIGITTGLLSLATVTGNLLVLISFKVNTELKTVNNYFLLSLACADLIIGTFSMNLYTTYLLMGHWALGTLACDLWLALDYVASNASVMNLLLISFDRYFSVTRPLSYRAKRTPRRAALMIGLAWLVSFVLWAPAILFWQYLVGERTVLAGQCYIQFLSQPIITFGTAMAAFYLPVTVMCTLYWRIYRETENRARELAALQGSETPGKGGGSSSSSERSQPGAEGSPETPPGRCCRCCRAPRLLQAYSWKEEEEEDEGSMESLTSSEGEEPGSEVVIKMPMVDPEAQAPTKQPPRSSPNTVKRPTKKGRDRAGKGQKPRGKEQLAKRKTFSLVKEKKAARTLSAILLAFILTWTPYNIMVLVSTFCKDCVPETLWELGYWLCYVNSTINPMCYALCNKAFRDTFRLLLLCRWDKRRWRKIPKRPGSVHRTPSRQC
M1 ag – activates human CHRM1 receptor. P11229. actives 0.33% (n = 360,000). CHO-K1 hM1, Fluo-8 calcium fluorescence, agonist mode; 0% DMSO, 100% acetylcholine EC100. AID 588814. activation, % at 3 µM;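 active = activation above the run's mean compound activation plus 3 SD, cut at about 16% in these data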;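 note: peak over basal fluorescence ratio within a 140 s kinetic read after compound addition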
CHRM4 antagonist – CHRM4 antagonism in calcium assay; P08173; CHO-hM4 cells, ACh EC80, Fluo-8 calcium fluorescence; inhibition, % at 3 µM; actives 0.73% (n = 360,000); AID 624125;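 active = inhibition above its plate's cutoff, the mean inhibition of sample wells plus 3 SD, cut at about 27% in these data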;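 note: 0% = acetylcholine EC80 with DMSO and 100% = DMSO without agonist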
Target sequence (P08173 whole entry, looked up): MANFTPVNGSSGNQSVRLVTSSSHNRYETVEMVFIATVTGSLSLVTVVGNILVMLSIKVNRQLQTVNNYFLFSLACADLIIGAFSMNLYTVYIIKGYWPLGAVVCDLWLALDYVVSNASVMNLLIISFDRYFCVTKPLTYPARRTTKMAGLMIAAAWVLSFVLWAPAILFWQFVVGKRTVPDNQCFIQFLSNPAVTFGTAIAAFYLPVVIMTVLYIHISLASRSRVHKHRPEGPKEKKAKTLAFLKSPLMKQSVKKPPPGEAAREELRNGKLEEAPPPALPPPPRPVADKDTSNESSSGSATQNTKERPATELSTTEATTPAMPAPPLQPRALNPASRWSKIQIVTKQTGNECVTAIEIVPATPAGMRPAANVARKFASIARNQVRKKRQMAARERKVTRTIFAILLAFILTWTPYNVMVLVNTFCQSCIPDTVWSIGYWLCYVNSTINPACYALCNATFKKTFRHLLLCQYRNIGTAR
M4 ag – agonists of human muscarinic M4 receptor (CHRM4). P08173. CHO-K1 hM4/Gqi5, Fluo-8 calcium fluorescence; vehicle 0%, full acetylcholine response 100%. activation, % at 3 µM. actives 0.14% (n = 360,000);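 active = activation above the run mean over all test wells plus 3 SD, cut at about 32% in these data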;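 note: peak over basal fluorescence ratio per well then scaled between controls; 0% = DMSO wells and 100% = acetylcholine at EC100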
OXTR potentiate – potentiates the human oxytocin receptor response. actives 0.061% (n = 320,000). CHO-OTR cells, Fluo-8 calcium fluorescence, potentiator mode; 0% = oxytocin EC15, 100% = EC100. activation, % at 3 µM. AID 2445. P30559;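 active = activation above that plate's cutoff, the mean activation of tested compounds plus 3 SD, cut at about 6.6% in these data, passing the limit was not always enough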;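 note: 100% uses oxytocin at 75 nM as the full agonist control; some results filed as inactive read as strong as hits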
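Assay system: CHO cell line stably expressing human OTR | Also added: Oxytocin at about EC15, sub-maximal agonist stimulus | Times: Compound 6 min at room temperature before oxytocin, 100 s read | Measured by: Fluo-8 intracellular calcium fluorescence, ex 470-495, em 515-575 nm | Controls: EC15 oxytocin alone as 0%, 75 nM oxytocin as 100%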
CHO parental Ca – counter-screen for OX1R antagonists: effect in parental CHO cells. parental CHO-K1, ATP-induced calcium, Fluo-8 fluorescence. inhibition, % at 5.6 µM. actives 0.63% (n = 330,000). AID 463079;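 active = inhibition above that plate's mean sample inhibition plus 3 SD, cut at about 26% in these data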;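 note: 0% = ATP-challenged DMSO wells and 100% = DMSO wells without ATP; some compounds past the cut are filed as inactive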
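Test system: untransfected parental CHO cell line; also added: ATP stimulus; dosing: 5.6 µM, single dose; signal: calcium-sensitive Fluo-8 fluorescence; measure: percent inhibition of ATP-evoked calcium rise, normalized to controls; benchmarks: low control ATP plus DMSO, high control DMSO only; replication: one well per compound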
CHRM1 antagonist – antagonists of human M1 muscarinic receptor; P11229; CHO-K1 hM1, Fluo-8 calcium fluorescence, ACh EC80 antagonist; inhibition, % at 3 µM; actives 1.3% (n = 360,000);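 active = percent inhibition above its own plate's cutoff, namely the mean of that plate's compound wells plus 3 SD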;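 note: peak over basal fluorescence ratio during 140 s after agonist addition; 0% = ACh EC80 plus DMSO and 100% = DMSO alone without agonist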
CHO-K1 Ca antag – M1 antagonist counterscreen hit in parental CHO-K1 cells; ATP-induced calcium, Fluo-8 fluorescence; inhibition, % at 3 µM; actives 0.6% (n = 360,000); AID 602250;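 active = inhibition above a per-plate cutoff, the plate's mean sample inhibition plus 3 SD, cut at about 24% in these data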;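 note: 0% = DMSO plus EC80 ATP and 100% = DMSO alone without ATP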
An asterisk follows results filed as active; . = no result given. No enrichment for hits. Share with any hit: about 2.9%.

SMILES	M1 ag parental	M1 PAM	M1 ag	CHRM4 antagonist	M4 ag	OXTR potentiate	CHO parental Ca	CHRM1 antagonist	CHO-K1 Ca antag
CCOC(=O)c1c(NC(=O)CN2CCN(c3cccc(Cl)c3)CC2)sc(C)c1C	-0.4	10	1	18	0	.	.	-10	-2
Cc1ccc(NC(=O)CN2CCN(Cc3ccccc3)CC2)c(Br)c1	0.5	7	-3	2	0	-9	-26	-5	-6
CCOc1ccc(CCN2C(=O)C(=O)N([C@@H](Cc3ccc(O)cc3)CN3CCC[C@H]3CN3C(=O)C(=O)NC[C@@H]3Cc3ccccc3)C[C@@H]2Cc2ccc(O)cc2)cc1	-0.1	.	.	7	0	.	.	.	-10
O=C(/C=C/c1ccc2c(c1)OCO2)c1ccc[nH]1	0.4	3	-6	-11	1	-6	-16	-2	10
COc1ccc(-c2cc(C(F)F)n3ncc(C(=O)N4CCSCC4)c3n2)cc1	-0.6	-9	-5	2	-2	-3	-34	27*	15
O=C(NCc1ccco1)C(=O)NCC1OCCCN1S(=O)(=O)c1ccccc1 (stereo not given)	0.7	11	-4	-3	0	-9	-2	-5	-13
COc1ccc(NC(=O)C2Cc3ccccc3CN2C(=O)c2ccco2)cc1 (stereo not given)	-0.6	17	1	-17	2	-2	-16	-10	-4
O=C(Nc1nccs1)C1CCCN1S(=O)(=O)c1cccc2cccnc12 (stereo not given)	0.1	4	8	-4	3	3	-16	-10	-3
O=C1Nc2ccccc2N(O)N1c1cc(-c2ccccc2Cl)no1	0.8	10	0	5	-1	-3	-1	-13	-15
COc1cc(/C=c2\sc3nc(=O)c(-c4ccccc4)nn3c2=O)ccc1OCCC(C)C	0.4	7	-5	-1	1	4	-5	3	-9

Record cards (already shown).
O=C(NCc1ccco1)C(=O)NCC1OCCCN1S(=O)(=O)c1ccccc1 (stereo not given) reads M1 ag parental: 0.7; M1 PAM: 11; M1 ag: -4; CHRM4 antagonist: -3; M4 ag: 0; OXTR potentiate: -9; CHO parental Ca: -2; CHRM1 antagonist: -5; CHO-K1 Ca antag: -13
CCOc1ccc(CCN2C(=O)C(=O)N([C@@H](Cc3ccc(O)cc3)CN3CCC[C@H]3CN3C(=O)C(=O)NC[C@@H]3Cc3ccccc3)C[C@@H]2Cc2ccc(O)cc2)cc1 reads M1 ag parental: -0.1; M1 PAM: .; M1 ag: .; CHRM4 antagonist: 7; M4 ag: 0; OXTR potentiate: .; CHO parental Ca: .; CHRM1 antagonist: .; CHO-K1 Ca antag: -10

The list goes on:
SMILES	M1 ag parental	M1 PAM	M1 ag	CHRM4 antagonist	M4 ag	OXTR potentiate	CHO parental Ca	CHRM1 antagonist	CHO-K1 Ca antag
O=C(NCCCc1nc2ccccc2[nH]1)c1ccco1	0.0	0	-3	-6	2	-8	-10	6	6
Cc1ccc(NS(=O)(=O)c2ccc(-c3ccc(=O)[nH]n3)o2)cc1	0.0	1	-1	-2	1	-10	-13	6	-12
Cc1ccc(CNc2nc3c([nH]2)c(=O)n(C)c(=O)n3C)cc1	-0.1	3	3	-7	0	-18	-9	1	-1
COc1cccc(NC(=O)CCNS(=O)(=O)c2cccc3nsnc23)c1	0.2	6	-7	2	1	-1	-8	1	18
COc1ccc2oc(C(=O)N(Cc3ccco3)Cc3cccs3)c(C)c2c1	3.9	-2	-2	2	0	-2	-15	-6	-2
CCc1nn(CC(=O)NCCCN(CC)CC)c(=O)c2cc3sc(C)cc3n12	0.0	11	-7	1	0	-4	4	-14	-6
CC(C)CN(Cc1cc(=O)oc2cc3c(cc12)CCCC3)CC(C)C	0.8	4	-4	-3	0	-1	-12	-6	-9
COc1ccc(-c2cccc([C@H]3[C@@H]4C=CC[C@@H](C)[C@@H]4C(=O)N3Cc3ccccc3)c2)cc1	1.6	-2	-4	-14	0	.	-41	-5	-22
CCCCCCSC1=C(C#N)C(c2ccc(C)o2)CC(=O)N1 (stereo not given)	1.1	-8	-6	7	-1	-8	-23	9	-19
CNC(=S)N(C)/N=C1/C(=O)N(Cc2c(Cl)cccc2Cl)c2ccccc21	2.7	0	1	-2	6	-8	-11	5	-19
COc1ccc(Br)cc1C(=O)Nc1ccccc1N1CCN(C(=O)c2ccccc2)CC1	-0.3	12	0	-3	3	-4	-19	-2	2
CCOc1ccc(S(=O)(=O)NCc2ccccn2)c(C)c1C	0.7	8	-3	6	0	3	-15	-13	-18
O=C(CSc1nnc(-c2ccccc2)o1)c1nnc(-c2ccccc2)o1	0.8	2	-4	8	2	-7	-15	1	-10
Cn1c(CNC(=O)C2CCCCC2)cc2cc(Cl)ccc21	6.3	1	-2	10	16	-3	0	-2	6
Cc1cccc2c1CC(C)(C)N=C2C1=C(O)CCCC1=O	0.1	-6	-3	5	0	1	-12	3	9
O=C(Nc1cccc([N+](=O)[O-])c1)N1CCN(c2ccccc2)CC1	4.2	-1	-2	5	9	-15	16	-5	1
CCOC(=O)N1CCN(c2cc(=O)n(-c3ccc(OC)cc3)c(=O)[nH]2)CC1	1.6	9	-3	-7	2	-2	-2	-7	-18
COC(=O)c1cn(NC(=O)c2ccc(OC)c([N+](=O)[O-])c2)c(=O)c2ccccc12	0.4	0	-5	-6	0	5	-11	17	10
O=C(Cn1nnc(-c2ccncc2)n1)NCCc1ccccc1	0.4	-3	-5	4	1	-1	-8	-11	-13
COCCc1ncc(CN2CCCCC2C(=O)Nc2ccc(Oc3ccccc3)nc2)cn1 (stereo not given)	0.7	3	-6	18	0	-1	-5	2	-5
COC(=O)c1ccc(Oc2ccc(C(F)(F)F)cn2)cc1	0.4	9	-8	7	0	-8	-2	-5	22
CCCc1cc(C(=O)Nc2cc(OC)ccc2OC)cs1	-0.7	1	-5	-11	-1	-2	-16	-5	25*
COc1ccc(Cl)cc1Nc1nc(N)nc(C(F)(F)F)n1	0.0	-3	-4	-10	0	-5	-10	-6	-8
Cc1ccc(C(=O)NCc2nnc(SCC(=O)Nc3ccccc3)n2C)cc1	0.2	11	-7	4	0	-6	-9	-6	-6
O=C(CCNC(=O)C1CCN(S(=O)(=O)c2ccc(F)cc2)CC1)NCc1ccncc1	0.1	-1	-2	-4	0	7	-2	8	-19
O=C(COC(=O)C1COc2ccccc2O1)Nc1cccc(S(=O)(=O)N2CCCCC2)c1 (stereo not given)	4.8	5	-4	3	9	-4	-11	-5	-11
CC(=O)Nc1ccc(NC(=O)c2ccccc2Nc2ccccc2)cc1	2.4	5	-3	-2	2	-4	-9	-7	-4
CCOCCCNC(=O)c1ccc(OC2CCN(C(C)=O)CC2)c(OC)c1	-0.3	15	0	-18	0	-4	-9	-16	-2
CN(C)C(=O)N1CCN(S(=O)(=O)c2ccc3ccccc3c2)CC1	0.6	12	1	-4	4	-9	-16	-25	20
O=c1cccc2c1c1cc[nH]c3ccc(=O)n2c31	1.6	-4	-8	-14	3	4	-11	0	-8
CC1(C)Cc2c(sc(NC(=O)c3ccccc3Cl)c2C(=O)O)CO1	1.7	13	-10	-3	1	-11	-4	-10	-9
O=C(CCC(=O)N1CCOCC1)NCCc1ccc(F)cc1	-0.2	6	-1	-7	0	-4	-4	5	-12
CN(C)c1ccc(C(c2nnnn2CCOC(=O)Nc2ccc(Cl)cc2)N2CCOCC2)cc1 (stereo not given)	0.8	7	-3	-8	5	.	.	-33	-1
O=C1NC(c2cccc(OCc3ccccc3)c2)Nc2ccccc21 (stereo not given)	-0.1	-6	-1	3	6	.	.	-2	0
OCC(O)C(O)C(O)c1cnn(-c2ccccc2)n1 (stereo not given)	-0.1	5	-2	-14	0	.	.	-6	8
CCCn1c(SCC(=O)N2CCCC2)nc2c1c(=O)n(C)c(=O)n2C	0.3	9	-6	1	1	-2	-5	-14	-5
CCOP(=O)(OCC)C(NC(=O)Nc1ccc(Cl)c(Cl)c1)C(N)=O (stereo not given)	0.9	-5	-7	5	1	-5	-9	7	-9
Cc1ccc(CNS(=O)(=O)N(C)C)cc1	0.1	6	-3	6	0	1	-12	-6	-3
COc1ccc2[nH]c3c(N4CCN(Cc5ccc6c(c5)OCO6)CC4)ncnc3c2c1	1.8	5	-3	4	4	-29	3	-4	0
Cc1c(C(=O)N2CCCCCC2)c(S(=O)(=O)Nc2cccc(F)c2)c(C)n1C	7.7	7	-1	-12	2	-10	-5	-11	-10
Cc1c(Cl)cccc1-n1c(-c2cccnc2)n[nH]c1=S	0.0	3	-3	-6	1	0	0	-6	-8
ClCCn1c(CCl)nc2ccc(Cl)cc21	0.1	4	-8	-2	1	.	.	-9	2
CC(SC(=S)N1CCOCC1)C(=O)O (stereo not given)	-0.3	10	0	-4	1	-5	-2	-20	10
COc1cccc(NC(=O)c2nc3ncccn3n2)c1	0.0	13	-3	9	0	-17	-10	-13	-1
Cc1ccccc1C(=O)c1cccn1CC(=O)NCc1ccco1	0.7	7	-5	-5	0	-7	0	-10	-5
COc1ccc(NC(=O)CSCC(=O)N=c2sccn2C)cc1	-0.3	-6	-2	-1	1	4	-10	8	2
C=CCNC(=O)c1onc(CSc2ccc(F)c(F)c2)c1C(=O)O	0.6	12	2	-5	-1	-1	5	-15	-11
CCOC(=O)c1c(C)oc(/N=C/c2ccccc2O)c1C#N	0.1	5	-3	5	0	-2	-10	-6	9
CCN(Cc1nc2ccccc2c(=O)[nH]1)C(=O)c1cccc(NC(=O)c2cccs2)c1	3.5	-2	0	-11	10	.	.	-9	-13
COc1ccc(Cl)cc1S(=O)(=O)N1CCN(C(=O)c2ccco2)CC1	0.1	2	-3	-13	2	-7	-17	-9	-10
Carrying on.
SMILES	M1 ag parental	M1 PAM	M1 ag	CHRM4 antagonist	M4 ag	OXTR potentiate	CHO parental Ca	CHRM1 antagonist	CHO-K1 Ca antag
O=c1[nH]c(C2CCCN(S(=O)(=O)c3ccccc3)C2)nc2c1nnn2Cc1ccc2c(c1)OCCO2 (stereo not given)	0.1	0	-2	0	0	-2	-19	3	-9
O=C(COC(=O)c1ccc(S(=O)(=O)N2CCCCC2)cc1)NCc1ccc(F)cc1	1.0	-1	-4	5	0	.	.	1	-14
CN(C)S(=O)(=O)c1cccc(NC(=O)CSc2cccc3cccnc23)c1	4.1	1	-3	-23	4	-8	28	-1	-5
O=C(CNc1cccc(S(=O)(=O)N2CCCCC2)c1)Nc1ccccc1F	5.4	2	2	-7	6	-9	-4	-6	-1
CCC(CC)c1nnc(NC(=O)c2ccc3ccccc3n2)s1	0.4	4	-4	-6	1	-4	-19	-27	-1
OC(CNC1Cc2ccccc2C1)COc1ccc(F)cc1 (stereo not given)	0.3	-4	-6	-10	4	-10	-16	2	0
COC(=O)c1ccc(Oc2coc3cc(OCc4cnn(-c5ccccc5)c4)ccc3c2=O)cc1	-0.3	5	0	4	1	-10	-6	-21	8
Cc1ccc(S(=O)(=O)N2CCN(C(=O)COC(=O)/C=C/c3ccc(C(F)(F)F)cc3)CC2)c(C)c1	2.9	1	1	-6	3	.	.	-3	-12
CN(CCOc1ccccc1)C(=O)c1ccc(Cl)c(S(=O)(=O)N2CCCCC2)c1	1.6	9	-2	-11	7	-8	-13	-5	-9
Cc1ccc(CNC(=O)C2CCCN2C(=O)Nc2ccccc2)cc1 (stereo not given)	0.1	20	2	-15	1	6	-15	-19	2
